Source: PubChem BioAssay (National Center for Advancing Translational Sciences (NCATS))
TDP1 inh = qHTS Assay for Inhibitors of Tyrosyl-DNA Phosphodiesterase (TDP1); Tyrosyl-DNA phosphodiesterase 1 (Homo sapiens), Q9NUW8; recombinant TDP1, AlphaScreen DNA substrate cleavage; Potency, µM (titrated, usually from 130 µM), for the others: at the highest dose activity change, negative = inhibition, most hits filed as inhibitors; 350,000 tested, 0.28% active; AID 485290, 2010; also: nearly all actives have a fitted effect of over 40% in size
Target sequence (Q9NUW8 whole entry, looked up): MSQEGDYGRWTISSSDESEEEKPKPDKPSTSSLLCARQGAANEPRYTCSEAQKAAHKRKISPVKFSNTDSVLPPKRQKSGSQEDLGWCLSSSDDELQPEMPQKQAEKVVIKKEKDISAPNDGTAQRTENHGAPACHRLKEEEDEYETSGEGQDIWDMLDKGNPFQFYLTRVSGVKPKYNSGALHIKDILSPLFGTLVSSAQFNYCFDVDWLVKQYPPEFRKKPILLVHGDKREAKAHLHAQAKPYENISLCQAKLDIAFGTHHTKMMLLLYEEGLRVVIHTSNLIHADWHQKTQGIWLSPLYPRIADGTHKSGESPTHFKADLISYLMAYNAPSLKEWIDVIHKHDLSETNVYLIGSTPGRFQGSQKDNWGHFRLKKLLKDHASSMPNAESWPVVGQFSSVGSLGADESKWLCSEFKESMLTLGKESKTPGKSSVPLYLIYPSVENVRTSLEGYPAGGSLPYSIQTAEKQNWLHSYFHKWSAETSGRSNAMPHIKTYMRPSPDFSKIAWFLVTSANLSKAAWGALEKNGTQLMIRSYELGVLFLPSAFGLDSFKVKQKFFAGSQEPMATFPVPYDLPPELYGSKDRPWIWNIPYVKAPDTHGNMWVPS
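E. coli-derived human Tdp1, 1 nM final. Cpd preinc 15 min RT; substrate 15 nM final, 5 min RT; AS bead mix 10 ug/ml final, 10 min RT. Signal loss = tyrosine-FITC cleavage. No-enzyme wells = max signal.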
DT40 TDP1 no CPT = qHTS for Inhibitors of human tyrosyl-DNA phosphodiesterase 1 (TDP1): qHTS in cells in absence of CPT | DT40 Tdp1-/- hTDP1 cells, no CPT, ATP luminescence, 48 h | Potency, µM (doses to about 46.2 µM), inactives show top-dose activity change, negative = growth inhibition, hits mostly inhibitors | 420,000 tested, 15% active | AID 686978, 2013; also: nearly all actives have a fitted effect of over 55% in size
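Camptothecin absent (DMSO only). Human TDP1-complemented DT40 knockout cells, 400 cells/well, 37 °C for minimum 48 hr; ATP measured via CellTiter-Glo, 30 min dark incubation, luminescence.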
DT40 TDP1 CPT = qHTS for Inhibitors of human tyrosyl-DNA phosphodiesterase 1 (TDP1): qHTS in cells in presence of CPT; chicken DT40 Tdp1-/-;hTDP1 cells + 20 nM CPT, ATP luminescence, 48 h; Potency, µM (doses to about 46.2 µM), without a hit: at the top dose activity change, negative = growth inhibition, usual class: inhibitors; 420,000 tested, 12% active; AID 686979, 2013; also: nearly all actives have a fitted effect of over 55% in size
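Chicken DT40 Tdp1-/- cells stably complemented with human TDP1 were seeded at 400 cells/well in medium containing 20 nM camptothecin, exposed to pin-transferred compounds, and grown at 37 °C for at least 48 hr. Viability was read as ATP luminescence.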
The depositor's hits bear a star; u = inconclusive; x = not tested or not shown; [ ] = remark or other dose. Calls follow the shape of the dose curve; as a rule, active = well fitted curve in the direction sought with a large enough effect; inconclusive = small, poorly fitted or top-dose-only effect, or another doubt; inactive = no such curve, though single readings can be large; an effect the other way counts as inactive or inconclusive. % is scaled to controls: 0 for no effect and ±100 for the full control effect; potency is read from the fitted curve at half-maximal effect.

SMILES | TDP1 inh | DT40 TDP1 no CPT | DT40 TDP1 CPT
Cn1c(SCC(=O)Nc2cc(Cl)cc(Cl)c2)nnc1-c1ccc2nonc2c1 | x | u | u
OCCc1c[nH]c2ccc(OCc3ccccc3)cc12 | 6% | -4% | -3%
CC1CN(S(=O)(=O)c2cccc(C(=O)Nc3ccccc3N3CCCCC3)c2)CC(C)O1 (centres undefined) | 0% | 13µM* | 16µM*
CCCCOc1ccc(CNC(=O)Cc2ccc(NC(=O)N3CCCCc4ccccc43)cc2)cc1 | 8% | 16µM* | 15µM*
COc1ccc(OC)c(S(=O)(=O)N(C)CC(=O)N2CCN(c3ccccc3)CC2)c1 | 2% | -3% | 0%
CCC(C)Nc1nc(-c2ccc3c(c2)NC(=O)CO3)cs1 (centres undefined) | 5% | u | 23µM*
CC1CCC(NC(=O)c2nn(C)c3c2CS(=O)(=O)c2ccccc2-3)CC1 (centres undefined) | 4% | u | u
CCCCN(CC)C(=O)Cc1cn(C)c2ccccc12 | -2% | u | u
O=C1NC(=O)/C(=C\c2cn(CC(=O)N3CCOCC3)c3ccccc23)S1 | 9%[0.0935 µM] | 3% | 10%
Cc1ccc(CNc2cc(C(=O)O)ccc2Cl)s1 | 4% | -10% | u
COc1ccc(OC)c(NC(=O)CSC2=Nc3ccccc3C3=NC(CC(=O)NCc4ccc(F)cc4)C(=O)N23)c1 (centres undefined) | 8% | u | u
COc1cccc(CNC(=O)Cc2csc(NC(=O)Nc3ccccc3OC)n2)c1 | 1% | 21µM* | u
CCC(C)NC(=O)Cn1c(=O)n(-c2cc(OC)cc(OC)c2)c(=O)c2ccccc21 (centres undefined) | 0% | -11% | 0%
c1ccc2[nH]c(N3CCOCC3)nc2c1 | 4% | -1% | -1%
COc1cccc(CNc2ccc3c(c2)CCC3)c1 | 5% | -14% | -11%
O=C(c1cc(Cl)nc2ccccc12)N1CCN(S(=O)(=O)c2cccc(C(F)(F)F)c2)CC1 | 0% | -27% | 9%
CCCn1c(-c2ccc(F)cc2)cnc1SCC(=O)O | 7% | -7% | -25%
COc1ccccc1OCCSc1nnnn1C1CCCCC1 | x | -26% | -4%
O=C(c1ccc(S(=O)(=O)N2CCCC2)cc1)N1CCN(c2cccc(Cl)c2)CC1 | 5% | 18µM* | 23µM*
Cc1nc(N2CCC(C)CC2)c(C#N)c(C)c1[N+](=O)[O-] | 1% | -14% | -1%
Oc1cc2c(cc1O)[C@@H](c1ccccc1)CNCC2 | 0% | u | u
c1ccc(-c2ccnc3nc(-n4cccc4)nn23)cc1 | -1% | -27% | -9%
CC(C)C[C@H](NC(=O)[C@H](CCC(N)=O)NC(=O)[C@H](CCCCN)NC(=O)[C@H](CCC(N)=O)NC(=O)[C@@H](N)CCC(=O)O)C(=O)N[C@@H](CCC(N)=O)C(=O)O | 5% | 8%[4.12 µM] | -1%[4.12 µM]
CCOC(=O)C1CCN(c2c(NCc3ccc(C(=O)N(C)Cc4ccccc4)cc3)c(=O)c2=O)CC1 | 6% | -20% | -12%
Cc1n[nH]c(=O)nc1NCc1ccccc1 | -4% | 12% | 9%

3 structures out of the list, sorted by number of heavy atoms, low to high.
SMILES | TDP1 inh | DT40 TDP1 no CPT | DT40 TDP1 CPT
O=C1NC(=O)/C(=C\c2cn(CC(=O)N3CCOCC3)c3ccccc23)S1 | 9%[0.0935 µM] | 3% | 10%
O=C(c1ccc(S(=O)(=O)N2CCCC2)cc1)N1CCN(c2cccc(Cl)c2)CC1 | 5% | 18µM* | 23µM*
COc1ccc(OC)c(NC(=O)CSC2=Nc3ccccc3C3=NC(CC(=O)NCc4ccc(F)cc4)C(=O)N23)c1 (centres undefined) | 8% | u | u

The listing picks up, repeating the 3 entries before the break.
SMILES | TDP1 inh | DT40 TDP1 no CPT | DT40 TDP1 CPT
CC(C)C[C@H](NC(=O)[C@H](CCC(N)=O)NC(=O)[C@H](CCCCN)NC(=O)[C@H](CCC(N)=O)NC(=O)[C@@H](N)CCC(=O)O)C(=O)N[C@@H](CCC(N)=O)C(=O)O | 5% | 8%[4.12 µM] | -1%[4.12 µM]
CCOC(=O)C1CCN(c2c(NCc3ccc(C(=O)N(C)Cc4ccccc4)cc3)c(=O)c2=O)CC1 | 6% | -20% | -12%
Cc1n[nH]c(=O)nc1NCc1ccccc1 | -4% | 12% | 9%
O=c1[nH]n2c(=O)c3c([nH]c2c1N=Nc1ccccc1)CCC3 | u | -20% | 14%
CCC(Cn1nnc2ccccc2c1=O)NC(=O)Nc1cc(Cl)ccc1OC (centres undefined) | 2% | u | u
Cc1c(NC(=O)c2ccc(CC(C)C)o2)c(=O)n(-c2ccccc2)n1C | x | 0% | 24%
CS(=O)(=O)N(CC(N)=O)c1ccc(F)c(Cl)c1 | 0% | 1% | 5%
COc1ccc(NCc2nnc(SCC(=O)N3CCCc4ccccc43)n2C)cc1 | 7% | -24% | -16%
CCCCCOc1ccc(C(=O)CCC(=O)NC(C)c2ccc(S(N)(=O)=O)cc2)cc1 (centres undefined) | 0% | u | u
COc1cccc(Cc2nc3ccccc3nc2SCC(=O)N2CCCc3ccccc32)c1 | 0% | u | 18µM*
CCCC(=O)NC(c1ccc(N(C)C)cc1)c1ccc2cccnc2c1O (centres undefined) | x | 0.92µM* | 0.65µM*
Cc1ccc(S(=O)(=O)N2CCN(C(=O)c3ccccc3OCc3c(C)noc3C)CC2)cc1 | 4% | u | 18µM*
O=C(NCCCN1CCOCC1)C1(c2ccccc2)CCOCC1 | -2% | -6% | 7%
COc1ccccc1-c1c(C)nn2c(N3CCN(c4ccccc4)CC3)cc(C)nc12 | -1% | -9% | -23%
Cc1onc(-c2ccccc2Cl)c1C(=O)N1CC(C)OC(C)C1 (centres undefined) | 7% | -26% | -20%
CCC(CCC(C)C1CCC2C3CCC4CC(O)CC[C@@]4(C)C3CC[C@@]12C)C(C)C (some centres undefined) | 4% | -5% | -3%
COC(=O)COc1ccc(S(=O)(=O)NCc2ccc3c(c2)OCO3)cc1C | 3% | 3% | -19%
COc1ccc(CC(=O)N/N=C/c2cccnc2)cc1OC | 6% | 19% | -1%
O=c1[nH]c(=S)[nH]nc1Cc1ccccc1 | 6% | -2% | -11%
O=C(Nc1ccccc1)c1ccccc1NC(=O)[C@H]1CCCC[C@H]1C(=O)O | x | 0% | -15%
OC(COc1c(F)cc(Br)cc1F)CN1CCN(c2ccc(F)cc2)CC1 (centres undefined) | 6% | 18µM* | u
Cc1[nH]c(C)c(S(=O)(=O)NCc2ccc(F)cc2)c1C(=O)N1CCCCC1 | 2% | 9% | -2%
Cc1c(CCNC(=O)c2ccco2)sc2nc(-c3ccc(F)cc3)nn12 | -3% | 23µM* | 21µM*
COCCN(Cc1cc2cc(C)ccc2n2nnnc12)C(=S)Nc1ccccc1C | 8% | -17% | -16%
O=C(Nc1ccc(F)cc1)C(c1ccccc1)N1CCN(S(=O)(=O)c2ccc3ccccc3c2)CC1 (centres undefined) | 8% | -27% | -7%
CCC(CC)C(=O)N1CCN(c2ccccc2)CC1 | 7% | -15% | 16%
O=C(Nc1ccccc1Cl)C1C2CCCCC21 (centres undefined) | x | -2% | -7%
Cc1[nH]c2ccccc2c1CCC(N)=O | 2% | -7% | -12%

The list continues.
SMILES | TDP1 inh | DT40 TDP1 no CPT | DT40 TDP1 CPT
COc1ccc(OC(F)(F)F)cc1CC1(C)C(=O)Nc2cccc(Cl)c21 (centres undefined) | x | 15µM* | u
COc1ccccc1CNC(=O)c1cc(C2CC2)nc2c1cnn2C(C)C | -3%[56.1 µM] | u | u
CCOc1ccccc1Nc1nnc(SCC(=O)NC2CC2)s1 | 1% | -1% | 4%
COc1cc(C(=O)OCC(=O)NC2CCS(=O)(=O)C2)ccc1OCc1c(C)noc1C (centres undefined) | 5% | 2% | 2%
O=C1/C(=N\S(=O)(=O)c2cccs2)C([n+]2ccccc2)=C([O-])c2ccccc21 | x | 2.3µM* | 2.3µM*
Cc1ccc(CNC(=O)CCCNS(=O)(=O)c2cccc3nonc23)cc1 | -9% | -15% | -11%
COc1cc(NC(=O)CCN2CCN(C/C=C/c3ccccc3)CC2)cc(OC)c1 | 5% | 21µM* | u
Fc1ccccc1-c1nc(N2CCCCC2)c2ccccc2n1 | -5% | u | u
CCOC(=O)c1c(NC(=O)C(C)Sc2cn(C)c3ccccc23)sc2c1CCC2 (centres undefined) | -5% | u | u
CN(CCC#N)C(=O)COC(=O)c1ccc2[nH]c3c(c2c1)CCCC3 | 2% | -28% | -31%
O=C(CNS(=O)(=O)c1ccccc1)N/N=C/c1ccncc1 | 1% | -23% | -17%
CCC1CN(CC(=O)NC(C)c2c(C)nn(C)c2C)Cc2cc(OC)ccc2O1 (centres undefined) | x | -2% | -4%[9.04 µM]
NS(=O)(=O)c1cccc(NC(=O)COC(=O)C2CCN(S(=O)(=O)c3cccs3)CC2)c1 | 5% | -1% | -4%
O=C(c1cccc(Cl)c1)N1CCn2c1nc1ccccc12 | 2% | 0% | 20%
CN(CC(=O)Nc1ccc(F)cc1)C(=O)CN1C(=O)NC2(CCCC2)C1=O | -1% | u | -2%
CC(C)NC(=O)NC(=O)CSc1nncn1C | 2% | -2% | -1%
O=C(CCN1C(=O)C2C3C=CC(C4CC34)C2C1=O)Oc1ccc(Br)cc1 (centres undefined) | 3% | -14% | 33%[activator]
Cc1ccc(Cl)cc1NC(=O)c1ccc(NC(=O)CCC(=O)O)cc1 | 4% | 11% | 5%
COc1ccc(/C=C(\C#N)C(=O)C(C)(C)n2cncn2)cc1 | 3% | -6% | -5%
CCCCCCSc1nsc(NC(=O)CC(C)C)n1 | 3% | u | -17%
CCCN1CCN(c2ncc3c(n2)CCN(Cc2ccc(OC)c(OC)c2OC)C3)CC1 | 9% | 18µM* | u
Cc1nn(-c2ccccc2)c(N2CCCC2)c1/C=C1\N=C(c2ccc(F)cc2)OC1=O | -3% | -19% | -12%
O=C(Cc1cccc(NC(=O)C2CCN(C(=O)C3CCCCC3)CC2)c1)Nc1cccc(C(=O)N2CCCC2)c1 | -1% | u | -21%
Cc1nc(N2CCOCC2)nc(OC(C)C)c1[N+](=O)[O-] | 0% | -1% | -21%
COC(=O)c1cc2oc(C)cc2n1Cc1cccc(Cl)c1 | 4% | u | u

Filtered by structure: the compounds so far containing a cyano group.
SMILES | TDP1 inh | DT40 TDP1 no CPT | DT40 TDP1 CPT
Cc1nc(N2CCC(C)CC2)c(C#N)c(C)c1[N+](=O)[O-] | 1% | -14% | -1%
CN(CCC#N)C(=O)COC(=O)c1ccc2[nH]c3c(c2c1)CCCC3 | 2% | -28% | -31%
COc1ccc(/C=C(\C#N)C(=O)C(C)(C)n2cncn2)cc1 | 3% | -6% | -5%

The listing continues.
SMILES | TDP1 inh | DT40 TDP1 no CPT | DT40 TDP1 CPT
COc1cccc(/C=N/NC(=O)CC2C(=O)NN=C2C)c1O (centres undefined) | 5% | -3% | u
COC(=O)c1cc(NC(=O)CSc2ncn[nH]2)ccc1Cl | 3% | 12% | 0%
O=c1c2ccccc2nc(-c2ccc(Cl)c(Cl)c2)n1O | 5% | 5.2µM* | 6.5µM*
Nc1ncnc2c1ncn2[C@@H]1O[C@H](CNC(=O)[C@@H]2CCCN2S(=O)(=O)c2ccc(F)cc2)[C@@H](O)[C@H]1O | 1%[56.1 µM] | -5% | -12%
COCCNc1nc(NCCNC(C)=O)c2sc(-c3ccccc3)cc2n1 | x | u | u
Cn1c(=O)c2cc3c(nc2n(C)c1=O)CC(c1ccccc1)CC3=O (centres undefined) | -1% | u | u
CCOC(=O)C1C(c2ccc(O)c(OC)c2)NC(=O)NC1(O)C(F)(F)F (centres undefined) | 0% | 8% | -1%
COc1ccc(-c2cc(C(F)(F)F)nc(SCC(=O)N3CC(C)OC(C)C3)n2)cc1OC (centres undefined) | 2%[56.1 µM] | 1% | -17%
CC(=O)C1=C(C)NC(C)=C(C(C)=O)C1c1cn(-c2ccccc2)nc1-c1cccs1 | 8% | u | -19%
O=C(CSc1nc(-c2ccccc2)no1)N1CCCCC1 | 3% | 3.7µM* | u
CCN(CCO)C(=S)Nc1cc(S(=O)(=O)N(C)C)ccc1C | 2% | 0% | -9%
